USP2a inh: USP2a (human) protease inhibition. O75604. USP2 core, Ub-CHOP2 coupled fluorogenic reporter, 485/531. Potency, µM (top dose mostly 38.3 µM), for inactives: at the highest dose activity change, negative = inhibition, usual class: inhibitors. 0.01% of 330,000 active. AID 463254;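 also: potency is read from the fitted curve at half-maximal effect; plate controls were DMSO wells for no effect and full inhibition by NEM control for full effect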
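USP2 core (10nM final) preincubated 30min RT with compound in 20mM Tris-HCl pH 8.0, 2mM CaCl2, 2mM beta-mercaptoethanol, 0.05% CHAPS; 25nM Ub-CHOP2 plus 25nM reporter substrate added, fluorescence (Ex485/Em531) read after 60min.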
Mito fusion yeast: mitochondrial division inhibition or fusion activation. S. cerevisiae fusion-defective mutant growth rescue, CellTiterGlo 48 h. 0.23% of 320,000 active. Potency, µM (top dose mostly 46.1 µM), without a hit: at the highest dose growth rescue (activation), most hits filed as activators;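 also: potency is read from the fitted curve at half-maximal effect; % of control where 0% means no effect; nearly all actives have a fitted effect of over 45% in size; temperature-sensitive fusion mutants such as fzo1-1 at 37 °C on non-fermentable ethanol glycerol medium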
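Luminescent cell viability in 1536-well qHTS format served as the measure of rescued growth in ts fusion-mutant S. cerevisiae cultured on non-fermentable YPEG for 48 hours at 37C.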
Eya2 phos inh: Eya2 (human) phosphatase inhibition | O00167 | recombinant Eya2, OMFP fluorescence dephosphorylation (OMFP is methylfluorescein phosphate) | Potency, µM (top dose mostly 76.9 µM), without a hit: top-dose activity, negative = inhibition, actives largely listed as inhibitors | 0.006% of 330,000 active; also: potency is read from the fitted curve at half-maximal effect; % is scaled to controls: 0 for no effect and ±100 for the full control effect
Target sequence (O00167 whole entry, looked up): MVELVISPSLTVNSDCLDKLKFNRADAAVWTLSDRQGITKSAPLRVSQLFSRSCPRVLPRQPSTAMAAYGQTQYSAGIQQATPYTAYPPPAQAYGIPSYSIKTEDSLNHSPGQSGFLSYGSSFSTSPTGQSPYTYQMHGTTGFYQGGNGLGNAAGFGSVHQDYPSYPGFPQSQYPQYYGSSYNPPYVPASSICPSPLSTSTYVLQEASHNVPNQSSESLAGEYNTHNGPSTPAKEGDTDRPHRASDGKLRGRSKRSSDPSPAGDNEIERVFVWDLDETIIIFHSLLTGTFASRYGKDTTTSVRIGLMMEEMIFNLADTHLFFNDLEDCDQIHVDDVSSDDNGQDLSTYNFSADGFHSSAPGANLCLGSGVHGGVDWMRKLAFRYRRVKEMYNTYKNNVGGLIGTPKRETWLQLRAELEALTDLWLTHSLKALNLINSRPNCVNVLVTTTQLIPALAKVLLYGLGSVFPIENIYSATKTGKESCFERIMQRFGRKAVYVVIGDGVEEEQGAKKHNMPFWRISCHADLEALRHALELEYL
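Eya2 protein (added as 0.2 uM solution) was preincubated with compound for 10 min at ambient temperature in 50 mM HEPES pH 7.5, 50 mM NaCl, 5 uM MgCl2, 0.05% BSA, 1 mM DTT. OMFP (added at 50 uM) then reacted 10 min; fluorescence read at 485/525 nm.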
TSG101-PTAP inh: blocks PTAP/TSG101 interaction to inhibit HIV-1 budding. 340,000 tested, under 10 active. AID 493005. Potency, µM (series often up to 115 µM), for inactives: top-dose activity change, negative = inhibition, usual class: inhibitors. Q99816. Fluorescence polarization, FITC-PTAP peptide / Tsg101 binding; active = well fitted inhibition curve with a large enough effect in the main read-out, with a control signal flat, not every such curve was filed as active; inconclusive = small, poorly fitted or top-dose-only effect, or effect the other way, or a change in a side signal; inactive = no such curve, though single readings can be large or run the other way; also: potency is read from the fitted curve at half-maximal effect; % of control where 0% means no effect
Target sequence (Q99816 whole entry, looked up): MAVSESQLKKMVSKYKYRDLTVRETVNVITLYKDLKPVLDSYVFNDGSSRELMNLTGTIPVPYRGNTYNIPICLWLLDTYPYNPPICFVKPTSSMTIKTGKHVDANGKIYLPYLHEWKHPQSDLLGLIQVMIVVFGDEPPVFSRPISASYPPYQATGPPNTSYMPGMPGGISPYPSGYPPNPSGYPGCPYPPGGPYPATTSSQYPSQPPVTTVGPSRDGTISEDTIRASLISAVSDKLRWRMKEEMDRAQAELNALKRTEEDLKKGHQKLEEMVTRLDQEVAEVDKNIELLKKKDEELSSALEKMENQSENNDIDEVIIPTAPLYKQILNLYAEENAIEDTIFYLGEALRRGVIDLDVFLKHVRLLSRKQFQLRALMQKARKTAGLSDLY
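FP read-out: FITC-PTAP peptide, 50 nM final, binding Tsg101 binding domain, 10 uM final; 20 min, r.t.; 10 mM HEPES pH 7.5, 0.15 M NaCl, 0.01% Tween 20, 3 mM EDTA, 0.1 mM TCEP.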
ELG1 DNA repair: blocks ELG1-dependent DNA repair in HEK293T cells; Potency, µM (titrated, usually from 46.1 µM), for inactives: at the top dose activity change, negative = inhibition, usual class: inhibitors; HEK293T ELG1-luciferase reporter, luminescence, 16 h; DNA damage induced by 5-fluorouridine; 2.3% of 330,000 active; also: potency is read from the fitted curve at half-maximal effect; % is scaled to controls: 0 for no effect and ±100 for the full control effect; nearly all actives have a fitted effect of over 55% in size
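Quantitative HTS, concentration-response format. 2,000 cells/well co-treated with 5-fluorouridine and compound, 16 hr in 5% CO2 at 37 °C; ONE-Glo luminescence read after 30 min.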
B2AR arrestin: agonists driving beta-arrestin recruitment to human beta2-adrenergic receptor; P07550; beta-arrestin recruitment to beta2AR, cell-based reporter; Potency, µM (titrated, usually from 46.1 µM), for the others: at the top dose activation, actives largely listed as activators; 0.02% of 330,000 active;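 also: potency is read from the fitted curve at half-maximal effect; 0% = DMSO controls and full agonism = EC100 isoproterenol or metaproterenol; nearly all actives have a fitted effect of over 65% in size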
TSHR antag: antagonists of human thyroid stimulating hormone receptor; P16473; TSHR-expressing cells, TSH-stimulated cAMP HTRF, 2 h; hits give low values; activity change, negative = inhibition, % at 11.5 µM; 0.2% of 330,000 active;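 active = activity change below a set negative limit, meaning inhibition stronger than a set level, cut at about -70% in these data; inconclusive = activity change between two set negative limits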; also: % is scaled to controls: 0 for no effect and ±100 for the full control effect
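Cell-based HTRF cAMP assay; TSHR cells + compound, TSH EC80 (4nM final), 2 h, 37 deg C. Lysis with anti-cAMP cryptate and cAMP-d2, 30 min RT, read 665/620 nm.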
uPA surface inh: blocks generation of uPA at the cell surface; 0.31% of 330,000 active; Potency, µM (series often up to 38.3 µM), for inactives: at the top dose activity change, negative = inhibition, usual class: inhibitors; AID 540303; cell surface uPA generation assay, qHTS; active = well fitted inhibition curve with a large enough effect; inconclusive = small, poorly fitted or top-dose-only effect; inactive = no such curve, though single readings can be large or run the other way; tested in mouse RAW 264.7 cells; also: potency is read from the fitted curve at half-maximal effect; % is scaled to controls: 0 for no effect and ±100 for the full control effect; nearly all actives have a fitted effect of over 55% in size
Tb PFK block: blocks T. brucei phosphofructokinase; T. brucei PFK, ADP-Glo luminescence; Potency, µM (top dose mostly 57.5 µM), for the others: at the top dose activity, negative = inhibition, actives largely listed as inhibitors; 0.17% of 330,000 active;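 also: potency is read from the fitted curve at half-maximal effect; 0% = uninhibited 1x PFK enzyme wells and -100% = no-enzyme wells; nearly all actives have a fitted effect of over 60% in size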
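PFK 1.25 nM, F6P 0.5 mM, ATP 0.1 mM, 0.1 M TEA pH 8.0, 5 mM MgCl2, 0.01% Tween20, 0.1% BSA; 45 min RT. ADP-Glo readout. qHTS titration up to 57 uM; curves fitted, compounds curve-classed.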
TCR activator: activators of T cell receptors; primary human leukocytes, anti-CD3, IL-2 HTRF, 48 h; Potency, µM (doses to about 9.22 µM), for inactives: at the highest dose activation of IL-2 secretion, actives largely listed as activators; 330,000 tested, under 10 active; AID 504894; also: % of control where 0% means no effect
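Compounds are tested in HTS on primary human leukocytes co-incubated with a-CD3 beads for 48 hr. IL-2 output is measured by time-resolved FRET.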
BCR signal inh: blocks chronic active B-cell receptor signaling; ABC-DLBCL IkBa-CBG/CBR reporter, luminescence ratio, 4 h; Potency, µM (highest dose often 46.1 µM), inactives show top-dose ratio change, negative = lower green/red ratio, hits mostly inhibitors; 0.05% of 340,000 active; active = well fitted inhibition curve with a large enough effect in the signal ratio, with a control signal flat, not every such curve was filed as active; inconclusive = small, poorly fitted or top-dose-only effect, or effect the other way, or a change in a side signal; the % refers to the signal ratio;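 also: potency is read from the fitted curve at half-maximal effect; plate controls were basal doxycycline-induced cells for no effect and cells given 10 µM MG132 for full effect; MG132 reads +100%, hits lower the ratio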
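Concentration-response series (up to 46 uM) were applied to TMD8 dual-reporter cells for 4 h at 37C with doxycycline. Green/red ratio, after filter-overlap correction, defined %Activity; red signal alone was normalised to basal cells and zero luminescence.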
The depositor's hits bear a star; ? = inconclusive; nt = no result given; [ ] = remark or other dose. Unless noted, calls follow the shape of the dose curve; as a rule, active = well fitted curve in the direction sought with a large enough effect; inconclusive = small, poorly fitted or top-dose-only effect, or another doubt; inactive = no such curve, though single readings can be large; an effect the other way counts as inactive or inconclusive. The order is random. Share with any hit: about 3%.

SMILES	USP2a inh	Mito fusion yeast	Eya2 phos inh	TSG101-PTAP inh	ELG1 DNA repair	B2AR arrestin	TSHR antag	uPA surface inh	Tb PFK block	TCR activator	BCR signal inh
Cc1nc(NCc2ccco2)c(C#N)c2c1COC(C)(C)C2	0%	2%	-4%	-2%	?	0.0%	-13	4%	0%	4%	0%
Cc1ccc(SCCC(=O)N2CCN(S(=O)(=O)c3ccccc3)CC2)cc1	-1%	19%	0%	4%	-25%	-0.1%	-14	6%	-1%	-30%	2%
Cc1ccc(OCCC(=O)OCC(=O)NCCc2ccc(Cl)cc2)cc1	2%	-2%	-18%	-1%	7%	0.0%	-3	3%	-1%	-2%	0%
COc1cc(-c2noc(C)c2C#CCO)cc(OC)c1OC	-6%	-1%	-21%	-4%	-9%	-0.6%	-6	0%	3%	-6%	?
Cc1ccc(NC(=O)CN2CCC(C(=O)c3ccc4c(c3)OCCO4)CC2)cc1	2%	1%	-13%	-3%	0%	-1.5%	-7	5%	2%	nt	8%
COc1ccccc1OCC(=O)NNC(=O)c1ccc2c(=O)n3c(nc2c1)CCC3	0%	3%	3%	nt	4%	-1.0%	-6	0%	11%	0%	6%
CN(C)c1ccc(/C=N/N(Cc2ccccc2)c2ccccc2)cc1	0%	-1%	4%	-1%	?	-0.2%	16	2%	4%	1%[46.1 µM]	-2%
COc1ccc(C(C)=O)cc1CSc1nnc(Nc2c(C)cccc2C)s1	-1%	17%	-1%	-6%	-16%	-0.9%	17	-1%	4%	1%[46.1 µM]	?
COc1ccc(-n2c(=O)[nH]c3cc(C(=O)NCCc4ccccc4)ccc3c2=O)cc1OC	1%	-2%	-1%	-2%	21µM*	-0.9%	-10	0%	0%	1%	0%
CCn1c(=O)cc(SCC(=O)N2CCN(c3ccccc3F)CC2)c2ccccc21	-9%	?	10%	-4%	-7%	0.3%	1	-5%	0%	-8%	?
CC(C)(C)OC(=O)N1CCC(c2c(C(=O)N3CCN(C4CCCCC4)CC3)cnn2-c2ccc(F)cc2)CC1	0%	-2%	-2%	-3%	4%	0.0%	0	1%	-1%	-6%	-1%
CN(/N=C/c1ccccc1Cl)c1ncc(Cl)cc1C(F)(F)F	0%	-6%	15%	0%	0%	0.4%	2	-2%	-14%	3%	?
CCOc1ccc(NS(=O)(=O)c2ccc(C(=O)NCCCN3CCCC3=O)cc2)cc1	-1%	-2%	-3%	-2%	-8%	-0.3%	-8	4%	-2%	3%	3%
CCOc1ccc(S(=O)(=O)NCCC(=O)OCC(=O)Nc2cc(C)on2)cc1	0%	3%	-5%	-2%	?	-0.5%	4	6%	-14%	-4%	?
COc1ccc(CN2CCN(c3ccccc3OC)CC2)cc1OC	3%	-1%	8%	-1%	-14%	0.4%	5	-9%	-7%	9%	-1%
CCOCCCNC(=O)Cn1cc2c(n1)CCCCC2	0%	-6%	6%	-6%	-4%	-0.3%	1	-3%	0%	13%	?
Cc1sc2ncnc(N3CCC(C(=O)NNC(=O)c4ccc(F)cc4)CC3)c2c1C	3%	2%	-16%	-1%	?	1.0%	-10	-3%	-2%	4%	0%
CCC1=C2CC[C@H]3C(=O)N(CC)C(=O)[C@H]3[C@H]2[C@@]2(Cc3ccccc3)C(=NCc3ccccc3)OC(=O)N2C1=O	0%	4%	9%	-18%	-1%	-0.2%	1	?	-2%	-12%	?
Cc1ccc(NC(=O)C(=O)NN=C2CCCC2)cc1C	0%	-4%	-2%	-6%	-5%	0.0%	13	1%	3%	-5%	?
Cc1ccc2cc(CN(CC3CCCO3)C(=S)NCc3ccco3)c(=O)[nH]c2c1 (stereo unspecified)	2%	17%	-13%	-1%	?	0.5%	-2	-1%	-10%	-4%	3%
COc1ccc(Br)c(C(=O)N2CCN(S(=O)(=O)/C=C/c3ccccc3)CC2)c1	2%	-3%	-1%	-2%	-8%	-0.1%	-8	-2%	-3%	nt	0%
COc1ccc(N2CCN(C(=O)COC(=O)c3cccc(OC)c3O)CC2)cc1	-4%	nt	-5%	0%	-30%	-1.0%	-3	3%	3%	-12%[46.1 µM]	0%
O=C(Cc1ccccc1[N+](=O)[O-])Nc1cccc(S(=O)(=O)NC2=NCCCCC2)c1	-1%	-3%	25%	1%	?	-2.6%	2	1%	0%	2%	-2%
O=C(CCCN1C(=O)c2cccnc2C1=O)Nc1ccc(Br)cc1	5%	-3%	2%	-4%	-1%	-0.4%	1	7%	-3%	-6%	0%
CC(=O)NNC(=O)c1cc2c3ccccc3n(C)c2s1	3%	5%	-1%	-2%	1%	-0.7%	-11	-19%	-5%	-5%	4%

Next part.
SMILES	USP2a inh	Mito fusion yeast	Eya2 phos inh	TSG101-PTAP inh	ELG1 DNA repair	B2AR arrestin	TSHR antag	uPA surface inh	Tb PFK block	TCR activator	BCR signal inh
Cc1cccc(NC(=O)CSCC(=O)Nc2cc(Cl)ccc2N2CCN(C)CC2)c1	1%	-6%	4%	0%	-2%	3.2%	-11	3%	0%	-3%	0%
Cc1cc(S(=O)(=O)N2CCC3(CC2)OCCO3)c(C)cc1Cl	4%	1%	-2%	-5%	0%	-0.3%	10	2%	-13%	-1%	-1%
COc1ccccc1NC(=O)c1ccc(NC(=O)CN2C(=O)CN(C)C2=O)cc1	3%	1%	-7%	0%	-1%	0.5%	-4	-2%	-1%	3%	-10%
Cc1ccc(OCCCn2c(=O)sc3ccccc32)cc1	0%	-2%	-11%	1%	?	-0.3%	-6	5%	0%	1%	10%
CC(C)[C@H](NC(=O)c1ccco1)C(=O)NC12CC3CC(CC(C3)C1)C2	4%	6%	-17%	-7%	-27%	-0.3%	-1	-3%	6%	2%	1%
O=C(COC(=O)/C=C/c1cccc(Cl)c1)Nc1ccc2[nH]c(=O)[nH]c2c1	0%	4%	-3%	-2%	22%	0.3%	-7	1%	-3%	nt	0%
COc1cc(C(=O)NCCC2=CCCCC2)ccc1OCc1c(C)noc1C	0%	-8%	18%	-5%	15%	-0.1%	-25	-5%	0%	-1%	?
CN(C)S(=O)(=O)c1ccc(C(=O)NCC(C)(C)CN=C2NS(=O)(=O)c3ccccc32)cc1	0%	-2%	9%	-7%	-15%	0.1%	-4	-3%	0%	-1%	-1%
CCOC(=O)[C@H]1[C@H]2COc3ccc(Br)cc3[C@@H]2N2C(=O)N(c3ccccc3)C(=O)[C@@]12C	-2%	nt	20%	-3%	5%	0.1%	-9	7%	1%	11%	2%
Cc1cc(C)c(C)c(/C=C(/C#N)C(N)=S)c1C	3%	-3%	-1%	-5%	10%	-1.6%	15	nt	-4%	7%	0%
COCCN1C(=O)C(=O)/C(=C(/O)c2ccc(S(=O)(=O)N3CCOCC3)cc2)C1c1ccc(O)cc1 (stereo unspecified)	2%	4%	12%	-5%	-3%	0.5%	8	0%	0%	4%	-4%
N#C/C(=N\Nc1ccccc1)C(N)=S	5%	-21%	-9%	0%	?	-0.7%	3	1%	11%	-2%	?
COc1ccc2c(c1)[nH]c1c(=O)n(Cc3ccco3)cnc12	3%	1%	-11%	-3%	?	0.0%	-3	-6%	-3%	-1%	10%
CCOC(=O)c1sc(NC(C)=O)c(C(=O)OCC)c1C	3%	8%	25%	-8%	?	0.1%	-6	-6%	0%	0%	1%
COCCN(C(=O)CCc1ccc(OC)cc1)c1nnc(-c2ccncc2)s1	-3%	14%	-13%	-1%	?	0.1%	-2	-9%	0%	-23%	13%
CCC[C@H]1CCCC/C=C\CCCC(=O)OCCN1C(=O)OC(C)(C)C	-1%	5%	1%	-3%	24%	0.1%	20	14%	0%	-2%	0%
Cn1c(C(=O)NCCCN2CCOCC2)cc2c(=O)n(C)c3ccccc3c21	1%	2%	-16%	-2%	?	0.0%	2	-10%	-5%	-3%	-9%
Fc1ccc(Nc2ccc3ccccc3n2)c(F)c1	0%	27%	?	0%	?	0.3%	-2	?	-4%	-129%	?
O=C(Cc1csc(NC(=O)c2ccccc2)n1)NO	4%	4%	-7%	-3%	-8%	-0.5%	7	-14%	-1%	2%	-9%
C=CCn1nnnc1-c1cc(Cl)cc(Cl)c1	2%	12%	10%	-2%	-12%	-0.2%	-2	-3%	-6%	0%	-2%
COC(OC)c1ccnc(-c2ccc(OC(C)=O)cc2)n1	-1%	-3%	-4%	-5%	?	-0.2%	9	1%	4%	1%	-4%
CCN1CCN(Cc2c(C)[nH]c3ccc(OC)cc3c2=O)CC1	-7%	3%	-11%	2%	-8%	0.2%	3	3%	1%	-21%	1%
COc1ccc(C(=O)NCC(C)(C)SCc2c(C)cc(C)cc2C)cc1	-12%	3%	-11%	-4%	?	-0.6%	10	15%	1%	1%	10%
